# Rhodamine fluor – compound fluoresces in the rhodamine spectral region. Rhodamine-region fluorescence, 547/598 nm, Tris buffer; stronger effect = higher value. max dye-equivalent concentration, M. 59,000 compounds, 0.05% hits; in the data active = max dye-equivalent concentration above about 11 nM; inconclusive = between about 1.1 nM and that limit
#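 qHTS spectral profiling of compounds without any target or enzyme present, in pH 8.0 Tris buffer; plates were read after a 15-minute room-temperature incubation using the rhodamine-region filter set.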
# HBB splicing – hemoglobin beta splicing modulation. HBB splicing reporter cell assay, activation; EGFP reporter with mutant IVS2-654 intron; response scale: normalised to 500 nM splice-correcting PNA. Potency, µM (top dose mostly 46.1 µM), inactives show at the highest dose activation, usual class: activators. 65,000 compounds, 0.06% hits; also: potency is read from the fitted curve at half-maximal effect; 0% is about no effect
#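 Compounds were applied for 2 days to HeLa EGFP-654 cells, 500/well in Optimem with 2% FCS. The reporter's EGFP is disrupted by mis-splicing of beta-globin intron IVS2-654. Readout: summed well GFP fluorescence from 488 nm laser scanning; reference was 500 nM antisense […] 654 PNA.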
# HADH2 inhib – HADH2 (human) dehydrogenase inhibition; Potency, µM (top dose mostly 57.1 µM), inactives show top-dose activity change, negative = inhibition, actives largely listed as inhibitors; Q99714; recombinant HADH2, NADH fluorescence, beta-hydroxybutyryl-CoA; 73,000 compounds, 3.4% hits; AID 886; also: potency is read from the fitted curve at half-maximal effect; % is scaled to controls: 0 for no effect and ±100 for the full control effect; nearly all actives have a fitted effect of over 60% in size; many of its hits are not listed in these tables
# Target sequence (Q99714 whole entry, looked up, one chain of several): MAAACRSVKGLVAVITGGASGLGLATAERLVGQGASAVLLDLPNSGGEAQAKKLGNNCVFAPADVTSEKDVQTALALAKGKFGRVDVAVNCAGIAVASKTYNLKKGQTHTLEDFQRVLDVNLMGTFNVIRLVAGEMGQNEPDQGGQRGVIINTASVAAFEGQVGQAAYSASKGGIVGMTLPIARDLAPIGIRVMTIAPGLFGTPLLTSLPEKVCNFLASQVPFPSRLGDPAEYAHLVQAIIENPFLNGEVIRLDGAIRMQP
#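 Read-out: 360 nm excitation, 450 nm emission, kinetic over 4 min. Conditions: His-tagged human HADH2 20 nM, pH 9.0 Tris with Tween-20, 1 mM NAD+, 90 uM beta-hydroxybutyryl-CoA.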
# Pol III holo inh – inhibitors of bacterial DNA polymerase III holoenzyme | reconstituted DNA polymerase III holoenzyme replication, biochemical | Potency, µM (highest dose often 57.1 µM), without a hit: top-dose activity change, negative = inhibition | 71,000 compounds, 0.25% hits; also: potency is read from the fitted curve at half-maximal effect; % is scaled to controls: 0 for no effect and ±100 for the full control effect
#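 Reconstituted *E. coli* holoenzyme (0.35 nM Pol III, 1 nM beta, 154 nM SSB, 2 nM primase) was preincubated with compound for 15 min at RT. Synthesis on 1.4 nM ssM13Gori ran 35 min, then was stopped with PicoGreen/EDTA and read as dsDNA fluorescence.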
# Hsp90 Hop PPI – changes Hsp90-Hop TPR2A binding signal, up or down | AlphaScreen TPR2A-His6 binding biotin-Hsp90 C-terminal peptide | AID 595 | 71,000 compounds, 0.44% hits | Potency, µM (doses to about 57 µM), without a hit: at the top dose activity change, negative = inhibition; active = well fitted curve in either direction with a large enough effect; inconclusive = small, poorly fitted or top-dose-only effect, or another doubt; also: potency is read from the fitted curve at half-maximal effect; % is scaled to controls: 0 for no effect and ±100 for the full control effect; many of its hits are not listed in these tables
# ALOX15 inhib – inhibitors of human 15-lipoxygenase (ALOX15); P16050; purified 15hLO-1, xylenol orange hydroperoxide absorbance; Potency, µM (doses to about 57.1 µM), for the others: at the top dose activity change, negative = inhibition, most hits filed as inhibitors; 74,000 compounds, 1.4% hits; AID 887; also: potency is read from the fitted curve at half-maximal effect; % is scaled to controls: 0 for no effect and ±100 for the full control effect; nearly all actives have a fitted effect of over 55% in size
# Target sequence (P16050 whole entry, looked up): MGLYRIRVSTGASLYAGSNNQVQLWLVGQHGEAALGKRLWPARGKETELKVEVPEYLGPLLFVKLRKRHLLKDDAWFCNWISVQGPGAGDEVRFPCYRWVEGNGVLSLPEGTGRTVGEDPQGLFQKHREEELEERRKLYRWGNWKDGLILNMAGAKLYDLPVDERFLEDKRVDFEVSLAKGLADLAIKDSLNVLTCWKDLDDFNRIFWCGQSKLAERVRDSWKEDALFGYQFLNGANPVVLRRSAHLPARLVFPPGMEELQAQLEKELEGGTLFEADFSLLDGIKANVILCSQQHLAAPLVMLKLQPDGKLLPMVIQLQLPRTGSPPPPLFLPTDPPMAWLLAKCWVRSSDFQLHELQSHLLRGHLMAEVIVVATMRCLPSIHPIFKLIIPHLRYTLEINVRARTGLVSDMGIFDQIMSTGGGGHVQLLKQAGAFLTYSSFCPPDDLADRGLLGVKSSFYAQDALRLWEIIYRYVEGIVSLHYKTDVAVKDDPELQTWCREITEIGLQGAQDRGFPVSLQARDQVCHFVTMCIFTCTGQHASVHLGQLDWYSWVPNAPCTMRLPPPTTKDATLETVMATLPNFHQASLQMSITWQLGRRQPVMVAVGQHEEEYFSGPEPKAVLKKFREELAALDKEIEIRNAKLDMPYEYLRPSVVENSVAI
#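 Compounds were preincubated 15 min at room temperature with 40 nM purified human enzyme (25 mM Hepes pH 7.5, 0.01% Triton X-100); 50 uM arachidonic acid reacted 6 min. Fe-xylenol orange detection, 30 min, absorbance ratio 573/405 nm.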
# GFP derepression – derepresses silenced GFP locus in mouse C127i cells; 68,000 compounds, 0.09% hits; mouse C127i GFP locus derepression, cytometry, 30 h; Potency, µM (series often up to 46.1 µM), for inactives: at the highest dose GFP derepression (activation); also: % of control where 0% means no effect
#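 Derepression screen: silenced CMV-GFP reporter in murine C127i cells, 30 h compound incubation at 37 C, washed cells imaged by laser-scanning cytometer to enumerate GFP-expressing objects of 20 to 120 um.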
# Ub-GFP proteasome – inhibits proteasome, raising ubiquitin-GFP reporter fluorescence. Ubiquitin-GFP reporter cells, proteasome inhibition, GFP fluorescence; response scale: untreated = 0%, 10 µM MG-132 = 100%. Potency, µM (highest dose often 45.9 µM), for inactives: at the highest dose activation (GFP accumulation), hits mostly activators. 67,000 tested, under 10 active. AID 526; active = well fitted activation curve with a large enough effect, not every such curve was filed as active; inconclusive = small, poorly fitted or top-dose-only effect, or another doubt; inactive = no such curve, though single readings can be large or run the other way; also: potency is read from the fitted curve at half-maximal effect
#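 GFP accumulation read-out: laser plate cytometry counting ubiquitin(G76V)-GFP-expressing U2OS cells after 4 hr compound exposure at 37 °C. Titrations spanned 46 uM to 2.9 nM; 0% = basal, 100% = 10 uM MG-132; concentration-response curves fitted.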
# Texas Red fluor – Texas Red region autofluorescence; Compound fluorescence, Texas Red channel, 547/618 nm; stronger effect = higher value; max dye-equivalent concentration, M; 59,000 compounds, 0.06% hits; AID 587; in the data active = max dye-equivalent concentration above about 10 nM; inconclusive = between about 1.1 nM and that limit
#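 Pin-transferred compounds and Texas Red standards go into 100 mM Tris buffer, pH 8.0. After 15 min at room temperature, plates are imaged with 547/618 nm filters. Each value is a dye-equivalent concentration derived from the per-plate dye curve.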
# 4-MU autofl – compound fluoresces in the 4-MU spectral region | compound autofluorescence, 340/450 nm, 4-MU equivalents; stronger effect = higher value | max dye-equivalent concentration, M | 59,000 compounds, 11% hits; in the data active = max dye-equivalent concentration above about 10 nM; inconclusive = mostly about 1.1 nM to 9.6 nM
#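 Intrinsic fluorescence at 340/450 nm (ex/em) was read after 15 min at room temperature in pH 8.0, 100 mM Tris. Each compound concentration expressed as 4-MU-equivalent concentration from a six-point 4-MU standard series on each plate.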
# Fluorescein autfl – compound autofluorescence in fluorescein spectral region; 59,000 compounds, 0.91% hits; Compound autofluorescence, 480/540 nm, fluorescein-equivalent; stronger effect = higher value; max fluorescein-equivalent concentration, M; in the data active = max fluorescein-equivalent concentration above about 10 nM; inconclusive = between about 1.1 nM and that limit
#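 Each compound is tested across a concentration series in 100 mM Tris buffer at pH 8.0. After 15 min at room temperature, plates are imaged with 480 nm excitation and 540 nm emission filters, and intensities are converted to fluorescein-equivalent values.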
# * marks the source's active call; other numbers are inactive results; i = inactive; ? = inconclusive; / = no result given; [ ] = dose if it differs, or a comment. Unless noted, calls follow the shape of the dose curve; as a rule, active = well fitted curve in the direction sought with a large enough effect; inconclusive = small, poorly fitted or top-dose-only effect, or another doubt; inactive = no such curve, though single readings can be large; an effect the other way counts as inactive or inconclusive. These rows are one share of the data, so the mix of outcomes need not match the whole.
SMILES,Rhodamine fluor,HBB splicing,HADH2 inhib,Pol III holo inh,Hsp90 Hop PPI,ALOX15 inhib,GFP derepression,Ub-GFP proteasome,Texas Red fluor,4-MU autofl,Fluorescein autfl
O=C(CC(SCCO)c1ccc2c(c1)OCO2)c1cccs1 (stereo unspecified),i,-4.3%,-17%,-16%,-4%,-9%,-1%,2%,?,i,?
CC(C)Cc1cc(C(=O)NCCc2ccccc2)no1,/,-0.5%,10%,-4%,-4%[2.3 µM],-2%,/,6%,/,/,/
NC(=O)NC(=O)[C@H]1CCCC[C@@H]1C(=O)O,i,4.4%[9.22 µM],-12%[11.4 µM],-4%[11.4 µM],3%[11 µM],5%[11.4 µM],0%[9.22 µM],4%[9.17 µM],i,i,i
CCn1c(=O)cc(SCC(=O)Nc2ccccc2N2CCN(C)CC2)c2ccccc21,i,-2.1%[0.369 µM],13%,-4%,-3%,8%,0%,/,i,i,i
O=C(c1cccs1)c1coc2ccc(O)c(CN3CCOCC3)c12,i,/,1%,6%,3%,-3%,0%,-4%,i,i,?
Cc1ccc(Cn2c(SCC(N)=O)nc3c2c(=O)n(C)c(=O)n3C)cc1,i,-4.5%,15%,-5%,0%,-3%,5%,-1%,i,i,?
CCOC(=O)c1ccc(S(=O)(=O)Nc2cc(C(C)(C)C)no2)cc1,i,0.0%[57.5 µM],-2%,-4%,-2%,-3%,0%,-4%,i,i,i
COc1ccccc1NC(=O)C1CCCN(S(=O)(=O)c2cccc3nsnc23)C1 (stereo unspecified),i,-1.5%,6%,-1%,-5%,6%,4%,9%,i,i,?
CCCCn1c(=S)[nH]c2c(oc3ccc(Cl)cc32)c1=O,i,-2.6%,?,-3%,-1%,10%,11%,0%,i,i,i
COCCNC(=O)C(c1ccc(F)cc1)N(Cc1ccco1)C(=O)CCC(=O)Nc1nccs1 (stereo unspecified),i,/,13%,1%,-3%,8%,1%,6%,i,i,i
Cc1ccc(-c2nnc(OCCN3CCOCC3)c3ccccc23)cc1,i,/,/,/,/,/,4%[20.6 µM],/,i,i,?
CCC(c1nnnn1C1CCCC1)N(Cc1cccs1)Cc1cc2cccc(C)c2[nH]c1=O (stereo unspecified),i,-0.5%,-4%,-1%,-9%,-21%,5%,2%,?,i,?
COc1ccc(C2N(c3ccc(F)cc3)C(=O)C3CCCN32)cc1 (stereo unspecified),/,0.1%,3%,0%,?,-22%,-5%,12%,/,/,/
CC(=O)c1ccc(NS(=O)(=O)Cc2ccccc2)cc1,/,5.0%,-7%,-4%,-1%,6%,-2%,6%,/,/,/
CCCc1cc(=O)[nH]c(SCC(=O)Nc2cc3c(cc2C(C)=O)OCO3)n1,i,-1.2%,?,3%,-2%,0%,2%,3%,?,4.6e-08M*,?
Cc1cc2ccccc2c(=O)n1CC(=O)NCC(=O)N1CCN(c2ccccc2F)CC1,i,-0.5%,-18%,-5%,-4%,13%,-3%,-4%,i,i,?
CCOc1ccc(NC(=O)CN2CCN(CC(=O)Nc3cccc(F)c3)CC2)cc1,i,-3.7%,0%,-6%,-9%,-11%,2%,-13%,i,i,?
O=C(O)CCCC[C@H]1CCSS1,i,0.7%,?,-6%,1%,8%,-1%,-10%,?,i,?
Cc1ccccc1OCc1nnc2n1CC(C)S2 (stereo unspecified),/,-0.3%,-9%,-3%,-2%,8%,/,-2%,/,/,/
CCOC(=O)C1CCN(S(=O)(=O)c2cccc(-c3cn4cccc(C)c4n3)c2)CC1,i,3.1%[0.369 µM],?,-3%,-4%,-8%,6%,-3%,i,2.6e-06M*,i
COc1ccc(S(=O)(=O)NCc2csc(C)n2)cc1,i,-0.8%,-7%,-5%,0%,8%,-2%,1%,i,i,i
CCCCNC(=O)C(c1ccc(OCC(=O)OC)c(C(=O)OC)c1)N(CCC1=CCCCC1)C(=O)CCCCCN1C(=O)NC(c2ccc(-c3ccccc3)cc2)C(C(=O)OCc2ccccc2)=C1C (stereo unspecified),/,-1.3%,3%,-1%,-7%,-12%,/,/,/,/,/
CC1(c2ccc3noc(-c4ccccc4)c3c2)OCCO1,i,/,0%,-5%,-2%,6%,1%,2%,?,i,i
OCC(CO)(CO)N=Cc1cc(Br)ccc1O,/,0.8%[9.22 µM],-15%,-2%,0%,0%,-2%,-18%,/,/,/
COC(=O)CSc1nc2c(c(=O)n(C)c(=O)n2C)n1CCCc1ccccc1,i,-1.3%,2%,-2%,-2%,-4%,-3%,-8%,i,i,?
# (listing goes on)
SMILES,Rhodamine fluor,HBB splicing,HADH2 inhib,Pol III holo inh,Hsp90 Hop PPI,ALOX15 inhib,GFP derepression,Ub-GFP proteasome,Texas Red fluor,4-MU autofl,Fluorescein autfl
CC(=O)N1CC2(C)CN(C(C)=O)CC(C)(C1)C2,i,2.8%,1%,-7%,-9%,14%,7%,4%,i,i,?
CC(C)(C)C(=O)CCN1C(=O)C2(OCCO2)c2ccccc21,i,/,12%,-1%,-4%,4%,-1%,4%,i,i,i
COCCNS(=O)(=O)c1ccc(SC)cc1,i,0.2%,-7%,-17%,-7%,?,4%,0%,i,i,?
O=C(NCC1CCCO1)C1C2C=CC3(CN(Cc4cccs4)C(=O)C13)O2 (stereo unspecified),i,6.0%[1.84 µM],8%,2%,-5%,6%,-5%,1%,?,i,?
O=c1[nH]c(NCc2ccccc2)nc2c1CCCC2,i,0.5%,-2%,-2%,0%,8%,-3%,22%,i,?,i
O=C(c1ccc(F)cc1)N1CCCCC(Sc2nnc3ccccn23)C1=O (stereo unspecified),i,-0.2%[57.5 µM],11%,12%,0%,1%,1%,-4%,i,i,i
Cc1ccc(N(C(=O)C2CCC(=O)N2)C2(C(=O)NC3CCCCC3)CCCCC2)cc1 (stereo unspecified),i,-4.2%,0%,3%,-10%,-9%,-1%,1%,i,i,i
COc1ccccc1N1CCN(C(=O)c2cc(-c3ccco3)on2)CC1,/,-0.9%,-7%,4%,-2%,-3%,7%,14%,/,/,/
COCCn1c(=O)c(-c2ccc(Cl)cc2)nc2cnc(Oc3cccc(Cl)c3)nc21,i,0.4%,14%,6%,-2%,-6%,3%[9.22 µM],11%,i,?,?
Nc1ccc(N=Nc2ccc(-c3ccc(O)cc3)cc2)c2ccc(S(=O)(=O)O)cc12,i,-0.5%[9.22 µM],5µM*,-9%[11.4 µM],?,-28%[11.4 µM],-6%[9.22 µM],0%[9.17 µM],i,i,i
Cc1cccc2cc(CN(CC3CCCO3)C(=O)c3ccncc3)c(=O)[nH]c12 (stereo unspecified),i,2.2%[57.5 µM],-1%,3%,1%,-2%,12%,2%,?,i,?
Cc1cnc(CNc2ncnc3ccc(-c4ccc(C(=O)N(C)C)cc4)cc23)cn1,i,0.4%,-23%,-7%,1%,-19%,0%[9.22 µM],-7%,i,i,i
O=C(c1ccccc1)N1CCCCC(S(=O)(=O)c2ccccc2)C1=O (stereo unspecified),i,0.1%[57.5 µM],-4%,5%,-4%,10%,3%,-4%,i,i,?
COC(=O)C(C)Sc1nnc(Cc2cc(=O)[nH]c(=O)[nH]2)n1-c1cc(C)ccc1C (stereo unspecified),/,-1.4%,2%,-3%,-4%[2.3 µM],5%,/,-3%,/,/,/
O=C(O)C1CC(c2ccccc2F)=NO1 (stereo unspecified),i,-3.0%,6%,1%,3%,-10%,-3%,-3%,?,i,i
COc1cc(NC(=O)CCCC(=O)OCC(F)(F)C(F)F)nc(OC)n1,/,-0.1%[9.22 µM],-1%,-3%,1%,1%,2%,0%,/,/,/
Cc1cc(C)c2nc(-c3ccccn3)cc(C(=O)NCc3ccco3)c2c1,i,-0.4%,2%,-4%,-7%,-14%,2%,-3%,i,2.9e-08M*,i
COc1ccc(Cc2nnc(SCC(=O)c3ccccc3)o2)cc1,i,0.1%,-25%,-8%,7%,0%,1%,0%,i,i,?
CCn1c(NC(=O)c2cccc(Cn3cc(Cl)cn3)c2)nc2ccccc21,/,-2.5%,16%,-1%,-4%[2.3 µM],-3%,/,0%,/,/,/
COC(=O)C1C(O)=C(C=NC2CCCCC2)C(=O)CC1(C)C (stereo unspecified),i,0.5%,-5%,-2%,0%,-10%,-2%,-6%,?,i,?
O=C(NCC1CCCO1)c1cccs1 (stereo unspecified),/,0.7%,-2%,-9%,-5%,11%,7%,19%,/,/,/

# Bioassay records (PubChem)
